Compound activity (PubChem BioAssay)
Neddylation inh = inhibitors of human cullin neddylation; 360,000 tested, 0.58% active; calls only at 25 µM; P61081+Q13564; AID 651699; TR-FRET cullin neddylation, biochemical; in the data active = inhibition above about 36%
Rin1 Abl inh = inhibitors of human Rin1-Abl protein interaction | P00519+Q13671 | TR-FRET Rin1/Abl binding, biochemical | inhibition, % at 7.35 µM | 360,000 tested, 0.4% active; in the data active = inhibition above about 5%, passing the limit was not always enough
SKN-1 inh = blocks SKN-1 activity in C. elegans; inhibition, % at 21.8 µM; 360,000 tested, 0.49% active; AID 624304; C. elegans VP596 Pgst-4::GFP/RFP ratio, acrylamide-induced, 24 h;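 active = interference check ratio from 0.5 to 1.5 plus GFP to RFP signal ratio inhibition reaching or exceeding a fixed threshold, cut at about 30% in these data, passing the limit was not always enough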; note: some compounds called inactive have numbers as strong as hits
PABP1 MLLE inh = blocks PAM2 peptide binding to the PABP1 MLLE domain. inhibition, % at 20 µM. GST-MLLE / FITC-PAM2 fluorescence polarization. 360,000 tested, 0.36% active. AID 588489; in the data active = inhibition above about 35%, passing the limit was not always enough;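 note: plate controls were DMSO wells with GST-MLLE for no effect and wells lacking GST-MLLE protein for full effect; some results filed as inactive read as strong as hits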
bovine MsrA act = bovine methionine sulfoxide reductase A activation | purified bovine MsrA, absorbance read-out | 360,000 tested, 0.3% active | activation, % at 10.6 µM; in the data active = activation above about 7.5%;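 note: 0% = vehicle and 100% = reference activator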
FAS-TE inh = FAS thioesterase (human) inhibition; inhibition, % at 15 µM; recombinant FAS-TE, OMFH fluorogenic substrate, fluorescence endpoint; P49327; 360,000 tested, 0.67% active;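 active = compounds whose normalised, plate-corrected inhibition of enzyme fluorescence in the single-dose primary screen is 50% or more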;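 note: 0% = DMSO with enzyme and 100% = substrate without enzyme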
E coli Lon inh = E. coli protease La inhibition | P0A9M0 | purified E. coli Lon protease, fluorescence polarization | inhibition, % at 7.94 µM | 360,000 tested, 0.42% active | AID 602123; in the data active = inhibition above about 13%, passing the limit was not always enough;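 note: 0% = enzyme with probe and DMSO and 100% = no enzyme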
CendR NRP1 mod = modulators of CendR peptide binding to human neuropilin-1 | O14786 | FAM-RPARPAR peptide binding to NRP-1, fluorescence polarization | inhibition, % at 25 µM | 360,000 tested, 0.85% active;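 active = inhibition or corrected inhibition above about 18%, plus a signal ratio from 0.5 to 1.5, limit read from the data, passing the limit was not always enough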; note: strong numbers were not always called active
Target sequence (O14786 whole entry, looked up): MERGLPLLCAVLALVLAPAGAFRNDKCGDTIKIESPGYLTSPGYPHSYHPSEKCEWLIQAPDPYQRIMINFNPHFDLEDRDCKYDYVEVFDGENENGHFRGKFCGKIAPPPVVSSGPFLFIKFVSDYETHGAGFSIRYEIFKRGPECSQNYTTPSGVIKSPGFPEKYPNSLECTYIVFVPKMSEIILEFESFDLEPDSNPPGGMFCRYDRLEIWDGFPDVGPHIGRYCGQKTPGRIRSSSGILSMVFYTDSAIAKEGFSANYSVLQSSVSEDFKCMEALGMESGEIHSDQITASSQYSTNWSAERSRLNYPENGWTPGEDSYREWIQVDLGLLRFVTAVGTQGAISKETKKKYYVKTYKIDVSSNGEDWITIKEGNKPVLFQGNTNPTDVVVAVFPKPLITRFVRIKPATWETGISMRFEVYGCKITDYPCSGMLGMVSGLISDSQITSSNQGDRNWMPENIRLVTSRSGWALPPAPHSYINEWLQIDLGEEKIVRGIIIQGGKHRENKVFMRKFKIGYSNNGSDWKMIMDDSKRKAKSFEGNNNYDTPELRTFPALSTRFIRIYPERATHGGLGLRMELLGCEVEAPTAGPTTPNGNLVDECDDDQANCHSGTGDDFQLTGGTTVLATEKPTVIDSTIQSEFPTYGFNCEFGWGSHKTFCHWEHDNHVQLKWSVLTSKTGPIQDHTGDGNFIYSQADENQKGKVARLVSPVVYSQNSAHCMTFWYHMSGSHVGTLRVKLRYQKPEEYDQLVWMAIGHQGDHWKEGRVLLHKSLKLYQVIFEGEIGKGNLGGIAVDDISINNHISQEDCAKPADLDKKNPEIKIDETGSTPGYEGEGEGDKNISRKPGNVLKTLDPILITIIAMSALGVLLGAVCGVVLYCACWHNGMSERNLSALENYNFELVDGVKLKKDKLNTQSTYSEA
MT1-MMP act inh = blocks activation of human MT1-MMP; 360,000 tested, 0.061% active; P50281; GFP/RFP ratio change, % at 20 µM; AID 651647; HT1080 RFP-PRO-GFP cells, GFP/RFP ratio fluorescence, overnight; percent of plate control window, DMSO zero;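 active = GFP/RFP ratio change of at least 30% with cell ATP level not reduced by more than half and red fluorescence within 50% of control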; note: strong numbers were not always called active
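Assay system: HT1080 cells carrying an RFP-PRO-GFP reporter | Dosing: Single dose of 20 µM compound, 1% DMSO final | Incubation: Cells overnight before dosing, compound overnight, 37 °C, 5% CO2 | Evaluation: GFP/RFP fluorescence ratio | Control set: DMSO and RFP-L50D-GFP cell wells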
The depositor's hits bear a star; i = inactive; · = no result given.

SMILES	Neddylation inh	Rin1 Abl inh	SKN-1 inh	PABP1 MLLE inh	bovine MsrA act	FAS-TE inh	E coli Lon inh	CendR NRP1 mod	MT1-MMP act inh
Cc1ccc([N+](=O)[O-])c2c1C(N1CC(C)OC(C)C1)C(C)(C)O2 (centres undefined)	i	-1	-1	6	-7	-1	-9	-7	-4
COc1ccccc1NC(=O)CSc1nnc(C2CCCCC2)n1-c1ccccc1	i	0	9	-11	-2	8	0	8	-6
CS(=O)(=O)n1nc(-c2ccccc2)nc1NCc1ccco1	i	-2	3	-8	-5	0	-15	-14	-3
O=C(COC(=O)Cc1ccc(-c2ccccc2)cc1)NCc1ccc(F)cc1	i	-1	1	-1	-3	4	-4	-4	3
CCN(CC)c1ccc(S(=O)(=O)N(CC)CC)cc1NC(=O)C1CCCC1	i	1	-4	-9	-2	12	1	16	-1
CCOc1cc(/C=C2\C(=N)N3N=C(S(C)(=O)=O)SC3=NC2=O)ccc1OCCOc1cccc(OC)c1	i	2	13	-4	-1	9	-9	-79	1
Cc1cc(NC(=O)C(C)(C)C)no1	i	0	-9	-7	-4	-9	-7	0	0
O=C(NCc1ccccc1)C(c1ccccc1)N(C(=O)c1csnn1)C1CC1 (centres undefined)	i	-1	7	17	-8	-7	0	-11	-3
CC1=C(C(=O)OCc2ccc([N+](=O)[O-])cc2)N2C(=O)C(NC(=O)Cc3ccccc3)C2SC1 (centres undefined)	i	-3	3	7	0	5	-9	1	1
CC(C)(O)C#Cc1ccc(C(=O)NCc2ccccc2)s1	i	-1	-12	0	-5	-9	4	-7	4
CCC1CCCCN1CCn1c(=S)[nH]c2cc(OC)c(OC)cc2c1=O (centres undefined)	i	-1	6	-84	-3	-5	-10	-8	6
CC(C)CN(C(=O)CSc1ccc2c(c1)OCCO2)c1c(N)n(CC(C)C)c(=O)[nH]c1=O	i	3	-2	13	-6	-6	8	8	6
CCCn1c(C)cc(/C=C(\C#N)C(=O)OCC(=O)Nc2cccc(OC)c2)c1C	i	-1	-4	-10	-3	19	0	2	3
COC(=O)c1ccc(NC(=O)N(c2ccccc2)c2ccccc2)cc1	i	-3	17	-4	-2	0	2	12	-2
Cc1ccc(NS(=O)(=O)c2csc(C(N)=O)c2)c(C)c1	i	3	0	-4	-2	3	-2	-2	3
O=C(O)/C=C/C(=O)Nc1ccc(N2CCOCC2)nc1N1CCOCC1	i	2	11	33	-4	-5	4	12	-2
O=C(CCl)N1CCN(S(=O)(=O)c2ccc3c(c2)CCC3)CC1	i	5	-3	-6	-3	4	10	14	-4
CC(=O)Nc1ccc(-c2cc(C(=O)O)c3ccc(C)cc3n2)cc1	·	1	-9	7	-2	-1	-14	-7	2
CC(=O)Nc1ccc(NC(=O)c2ccc(C)c(S(=O)(=O)Nc3cccc(C)c3)c2)cc1	i	-1	-1	8	-11	3	-5	9	1
CCC(=O)c1cc2c(C)cc(=O)oc2c(C)c1OC(C)=O	i	-1	2	-8	-3	-1	-11	8	-6
OCCCNc1c2ccccc2nc2ccccc12	i	-10	-21	9	-10	-7	2	16	-7
CC[n+]1ccc(/C=C2\Sc3ccccc3N2CCCS(=O)(=O)[O-])c2ccccc21	i	-4	-3	-143	-2	-8	-15	-19	-24
Cc1ccc(CC(=O)N(C)CC(=O)N(CC(C)C)c2c(N)n(CC(C)C)c(=O)[nH]c2=O)cc1C	i	3	15	-9	-3	-5	-15	6	0
Cc1nnc(NC(=O)CSc2nc3c(c(=O)n(C)c(=O)n3C)n2C(C)C)s1	i	-1	-3	-3	-2	-8	-3	-6	1
O=C(NC1CCCC1)C(c1ccncc1)N(C(=O)Cn1nnc(-c2ccccc2F)n1)c1cccc(F)c1 (centres undefined)	i	3	-16	15	-5	-12	0	-12	1
(further entries)
SMILES	Neddylation inh	Rin1 Abl inh	SKN-1 inh	PABP1 MLLE inh	bovine MsrA act	FAS-TE inh	E coli Lon inh	CendR NRP1 mod	MT1-MMP act inh
COCC(=O)Nc1cc(C)cn(Cc2c(F)cccc2Cl)c1=O	i	-4	-4	-13	-1	-2	-6	-2	-3
CN(C(=O)C1CCN(S(=O)(=O)c2cccs2)CC1)C1CCCCC1	i	3	5	11	-4	-1	-6	3	0
COc1ccc(C2=NN(C(=O)c3ccco3)C(c3ccco3)C2)cc1OC (centres undefined)	i	3	12	-7	-5	2	-8	1	-2
S=c1[nH]nc(Cc2cccc3ccccc23)n1-c1ccccc1	i	-8	16	9	-7	-12	-3	12	·
CN1CCC(N(C)CC(=O)Nc2cccc(Oc3ccccc3)c2)CC1	i	5	3	-4	2	-8	12	-7	-3
O=C(NNC(=O)c1ccc(Cl)c(S(=O)(=O)Nc2ccc(Cl)cc2)c1)c1ccc(=O)[nH]c1	i	3	-7	-13	-6	4	0	2	2
Cc1ccc(S(=O)(=O)n2c(C)nc3cc(C)ccc32)cc1	i	0	12	4	-3	-5	-12	5	3
CC(=O)CSc1nnc(NC(=O)CCc2ccccc2)s1	i	-2	4	-103	-9	-13	-2	1	4
Cc1ccc(NC(=O)COC(=O)CCC(=O)c2ccc(C(C)(C)C)cc2)c([N+](=O)[O-])c1	i	-1	7	-3	-4	50	-1	-2	-1
Cc1ccc(C2CC(c3cccc(C)c3)n3ncnc3N2)cc1 (centres undefined)	i	-2	9	-5	-3	9	-9	0	3
NC(=O)N1N=C2/C(=C/c3ccccc3)CCCC2C1c1ccccc1 (centres undefined)	·	3	0	3	-3	5	-7	4	3
COc1ccc(NCCC#N)cc1	i	1	-9	6	-2	-8	-1	-1	-3
COc1ccc(OC)c(-c2csc(NC(=O)c3ccc(OCC4CCCO4)cc3)n2)c1 (centres undefined)	i	-5	17	-8	-1	4	-9	6	5
Cc1c(CC(=O)N2CCN(C(=O)C3COc4ccccc4O3)CC2)c(=O)oc2c(O)c(O)ccc12 (centres undefined)	i	9.8*	18	-2	-6	-1	6	-50	1
COc1ccc(/C=N/NC(=O)CC2N=C(Cc3ccccc3)NNC2=O)cc1OC (centres undefined)	i	1	-4	-11	-14	-10	4	3	4
O=C(Cc1ccccc1Cl)NCc1cccnc1	i	-2	6	-12	-2	-5	-3	2	3
Cc1ccc(NC(=O)COC(=O)CCOc2ccccc2C)cc1	i	0	-4	4	4	12	-3	-5	3
CCOC(=O)[C@H]1[C@H]2COc3ccc(C)cc3[C@@H]2N2C(=O)CN(Cc3ccco3)C(=O)[C@@]12C	i	0	-7	10	-2	-6	0	22	-5
CCOC(=O)c1ccc(-n2c(C)nc3c(cnn3-c3ccc(Cl)cc3)c2=O)cc1	i	2	-57	-5	-8	19	0	9	7
Cc1ccccc1NC(=S)NCc1cccn1C	i	-1	-2	-10	-5	-11	-4	13	4
CN1C(=O)c2ccc(C(=O)NCc3ccccc3)cc2C1=O	i	-1	4	4	-3	1	-10	11	4
COc1cc(/C=C2\SC(=S)N(NS(=O)(=O)c3ccccc3)C2=O)cc(OC)c1OC	i	1	-4	-1	-8	2	-4	-11	1
O=C(O)CSc1cc(C(=O)c2ccccc2O)cn2c(=O)c3c4c(sc3nc12)CCCC4	i	1	4	-11	0	17	0	-141	-5
COc1ccc(N2CC(C(=O)Nc3nnc(SCC(=O)NCc4ccco4)s3)CC2=O)cc1 (centres undefined)	i	3	2	-29	-1	-1	5	-13	-2
CNC(=S)N1CCC(c2nc3ccccc3s2)CC1	i	-1	-3	-135	-10	-12	10	-4	1
Remaining list, next part.
SMILES	Neddylation inh	Rin1 Abl inh	SKN-1 inh	PABP1 MLLE inh	bovine MsrA act	FAS-TE inh	E coli Lon inh	CendR NRP1 mod	MT1-MMP act inh
COCCOC(=O)C1=C(N)OC2=C(C(=O)CCC2)C1c1cccnc1 (centres undefined)	i	-1	-11	-12	-2	-7	1	8	6
COCCn1nnnc1CN1CCC(NC(=O)c2ccc(Br)cc2)CC1	i	-3	-7	-7	-8	-8	-13	2	-8
O=C1c2ccsc2SCCN1Cc1c(F)cccc1Cl	i	1	4	2	-6	-4	1	-4	6
CCN1C(=O)CC(C(=O)Nc2ccc(F)cc2)SC1=Nc1ccc2c(c1)OCO2 (centres undefined)	i	0	7	-7	0	12	-5	-2	-2
CCC(=O)Nc1cccc(C(=O)Nc2nccs2)c1	i	-5	-9	-14	-4	3	1	-2	2
OC(c1ccccc1)(c1ccc(F)cc1)C(c1ccccc1)N1CCOCC1 (centres undefined)	i	1	-4	0	4	8	7	-2	-3
Cc1cc(NC(=O)CSc2nnc3c(C)cc4c(C)ccc(C)c4n23)no1	i	0	1	-7	-2	-5	-4	-8	-2
O=c1ccc(OCCOc2ccccc2)nn1-c1ccccc1	i	-4	-3	24	-10	-6	13	-1	3
Cc1ccc(C2CC2C(=O)NNC(=S)Nc2cccc(Cl)c2)cc1 (centres undefined)	i	-4	-6	22	0	14	6	-4	6
Cc1ccc(-n2c(C)cc(C(=O)COC(=O)c3ccc[nH]c3=O)c2C)cc1	i	-3	0	6	-2	-5	-4	8	4
CN(C)c1ccc(C=NNC(=O)c2cccnc2)cc1	i	-3	-19	2	-5	-1	-6	-2	-1
O=S(=O)(c1ccccc1)N1CCC(O)(CN2CCN(c3ccccc3)CC2)CC1	i	2	8	-4	1	1	2	1	-6
Cc1ccc(S(=O)(=O)N2[C@@H](c3ccc(Cl)c(Cl)c3)C(C(=O)O)=C[C@H]2C(C)(C)C)cc1	i	2	9	1	-2	16	5	-8	2
COc1ccc(NC(=O)CN(C)C2CCCCC2)c([N+](=O)[O-])c1	i	-5	-1	13	2	-14	8	-10	-3
Cn1cc(/C=C(\C#N)C(=O)Nc2ncc(Cc3ccc(Cl)cc3)s2)c2ccccc21	i	-2	3	12	-3	20	-23	-11	3
Cc1cc(NC(=O)CSCC(=O)Nc2nc3ccccc3[nH]2)no1	i	-1	23	2	-1	-6	-12	-12	-4
COc1ccccc1CN(C)C(=O)CN1CCN(CC(=O)Nc2ccccc2Cl)CC1	i	5	-8	13	-2	-2	-7	8	1
O=C(c1ccc(F)cc1)c1cn[nH]c1-c1ccccc1O	i	2	3	-11	1	-54	-9	-2	1
O=C(C[C@@H]1C/C=C\CCC(=O)OC[C@@H]2CCCN2C1=O)N[C@H](CO)Cc1ccccc1	i	-3	1	5	1	-5	-12	4	-2
O=C(Nc1nnc(SCC(=O)N2CCCCC2)s1)C1CCCCC1	i	0	-15	-66	-12	-12	-1	-8	-4
CS/C(=C\[N+](=O)[O-])Nc1ccc(C)cc1	i	8	3	8	-10	-10	-2	3	-1
O=C(N/N=C/c1c(F)c(F)c(F)c(F)c1F)c1ccc(Cn2cc(Br)cn2)o1	i	0	3	3	-3	16	5	-3	-5
Cc1cc(C(=O)CNCc2ccco2)c(C)n1-c1ccc(F)cc1	i	1	11	-6	-6	-10	4	-2	-6
Cc1ccc2c(Cl)c(C(=O)NCc3cccnc3)sc2c1	i	-6	-11	-4	0	-3	-6	-8	3
COc1ccccc1NC(=O)N1CCC(C(=O)c2ccc(Cl)cc2)CC1	i	4	16	-8	-2	8	-2	-10	1
COCCNC(=O)c1ccccc1-c1ccccc1C(=O)O	i	-3	-4	5	-5	0	-12	23	4
Cc1cccc(C(=O)NC(=S)Nc2cccc3nc(C)ccc23)c1	i	0	6	18	-4	9	5	8	-1

Part of the list above in order of heavy-atom count, falling:
SMILES	Neddylation inh	Rin1 Abl inh	SKN-1 inh	PABP1 MLLE inh	bovine MsrA act	FAS-TE inh	E coli Lon inh	CendR NRP1 mod	MT1-MMP act inh
Cc1ccc(-n2c(C)cc(C(=O)COC(=O)c3ccc[nH]c3=O)c2C)cc1	i	-3	0	6	-2	-5	-4	8	4
COCCn1nnnc1CN1CCC(NC(=O)c2ccc(Br)cc2)CC1	i	-3	-7	-7	-8	-8	-13	2	-8
Cc1cccc(C(=O)NC(=S)Nc2cccc3nc(C)ccc23)c1	i	0	6	18	-4	9	5	8	-1
CN(C)c1ccc(C=NNC(=O)c2cccnc2)cc1	i	-3	-19	2	-5	-1	-6	-2	-1
